# EWS-Fli block – inhibitors of EWS/Fli oncoprotein transcriptional activity. A673 NR0B1-luciferase reporter, viability-normalised. inhibition, % at 12.6 µM. actives 0.67% (n = 350,000). AID 651661;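 active means mean inhibition of at least 50% after viability correction, with every replicate also passing that limit; inconclusive means mean reaches 50% but only one of two replicates passes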;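 further: firefly luciferase signal divided by Alamar Blue viability fluorescence both relative to DMSO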
# ERp5 block – inhibitors of human ERp5; Q15084; ERp5 insulin aggregation, absorbance 650 nm, 90 min; inhibition, % at 9.99 µM; actives 0.05% (n = 350,000);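 active means mean replicate inhibition above about 25%, with every replicate also reaching it, limit read from the data, passing the limit was not always enough; inconclusive means only one of those two criteria met; inactive means neither criterion met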
# Target sequence (Q15084 whole entry, looked up): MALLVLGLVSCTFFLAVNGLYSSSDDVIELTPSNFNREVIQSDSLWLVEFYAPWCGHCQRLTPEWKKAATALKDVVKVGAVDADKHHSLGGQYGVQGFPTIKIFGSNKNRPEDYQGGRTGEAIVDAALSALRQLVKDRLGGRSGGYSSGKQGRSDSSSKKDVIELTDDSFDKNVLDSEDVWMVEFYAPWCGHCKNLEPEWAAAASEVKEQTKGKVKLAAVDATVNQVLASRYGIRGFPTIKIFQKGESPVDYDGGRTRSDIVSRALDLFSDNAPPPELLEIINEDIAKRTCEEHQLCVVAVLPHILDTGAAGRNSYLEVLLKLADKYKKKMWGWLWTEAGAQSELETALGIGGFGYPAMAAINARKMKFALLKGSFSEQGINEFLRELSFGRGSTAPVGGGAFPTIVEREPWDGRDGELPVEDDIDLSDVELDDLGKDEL
# Xi reactivation – reactivates the inactive X chromosome in mouse fibroblasts; XiGFP mouse fibroblasts, % GFP-positive cells imaging, 3 d; cells co-treated with 5-aza-dC sensitizer; scaled so ellipticine positive control = 100%; actives 0.055% (n = 360,000); activation, % at 7.58 µM;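 active means mean normalized replicate activation at least 10% and every replicate at or above 10%; inconclusive means only one of the two criteria met; inactive means mean below 10% and not all replicates reach 10%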;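 further: 0% = median of on-plate neutral control wells and 100% = ellipticine 6 µM median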
#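 System: XiGFP fibroblasts, SV40-immortalized. Medium: DMEM plus 5-aza-dC sensitizer. Doses: single point. Timing: 3 d treatment, 15 min room-temperature fixation. Control set: ellipticine 6 µM.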
# ARNT TACC3 PPI – disrupts binding between human ARNT and TACC3; AlphaScreen His-ARNT PAS-B/GST-TACC3 binding, luminescence; TACC3 fragment carries E629A point mutation; Q9Y6A5; inhibition, % at 9.99 µM; actives 0.66% (n = 390,000);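 active means mean inhibition of replicates at least 50% and at least half of replicates each reaching 50%; inconclusive means half or more replicates reach 50% but mean below 50%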;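 further: 0% = complete ARNT plus TACC3 wells and 100% = ARNT alone without TACC3; many hits fall short of the cut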
# INS-1E GSIS act – primary screen for activators of insulin secretion dependent on glucose, INS-1E cells, GLuc reporter luminescence; AID 743287; actives 0.61% (n = 370,000); activation, % at 16.6 µM; INS-1E GLuc reporter insulin secretion, 2-3 h;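 active means lowest replicate activation of at least 40%, so every replicate reaches that level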;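 further: 0% = median of neutral control wells and 100% = median of IBMX positive control wells; some compounds called inactive have numbers as strong as hits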
# CFTR F508del cor – CFTR F508del correction in bronchial cells | activity (quench increase), % at 7.58 µM | actives 0.36% (n = 350,000) | CFBE cells, YFP halide quenching; stimulated with forskolin plus potentiator P3; % fluorescence drop versus neutral controls;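 active means mean added fluorescence quench of at least 8% versus neutral control, with both replicates also reaching 8%; inconclusive means only one of the mean or replicate conditions met; inactive means mean below 8% and not both replicates reaching 8%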;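 further: cells transiently co-express mutant CFTR-F508del with the halide-sensitive YFP; corrector assay measuring rescue of mutant channel to the surface after 24 h compound exposure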
# PAX8 reporter – PAX8 transcriptional activity inhibition | inhibition, % at 12.6 µM | RMG-I TPO-luciferase reporter, SteadyGlo, 24 h | actives 1.2% (n = 360,000);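 active means mean replicate inhibition at least 60% with every replicate also reaching 60%; inconclusive means only one of the two criteria is met; inactive means mean below 60% and not all replicates reaching 60%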;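 further: luciferase light reporting Pax8 driven TPO promoter activity; plate controls were median of neutral control wells for no effect and mitoxantrone controls for full effect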
# DENV2 CPE – protects cells from dengue virus 2 cytopathic effect; DENV2-infected cells, cytopathic effect rescue, plate reader; CPE inhibition, % at 9.99 µM; actives 1.7% (n = 350,000); in the data active means CPE inhibition above about 20%, passing the limit was not always enough; inconclusive means no clear call, values can overlap the other calls; tested in BHK-21 cells;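 further: 0% = median of neutral control wells and 100% = median of positive control wells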
# An asterisk follows results filed as active; ? = inconclusive; . = not tested or not shown; & = joins results of further samples. Random draw from the library; about 4.2% have a hit in one of these screens.
# The first 2 entries, to show the layout:
SMILES	EWS-Fli block	ERp5 block	Xi reactivation	ARNT TACC3 PPI	INS-1E GSIS act	CFTR F508del cor	PAX8 reporter	DENV2 CPE
C[C@@H]1CN([C@@H](C)CO)S(=O)(=O)c2ccc(C#CC3CC3)cc2O[C@@H]1CN(C)C(=O)c1ccccc1	2	2	-1.1	-6	-14	-0.3	.	-8
CC(C)C#Cc1cnc2c(c1)C(=O)N([C@@H](C)CO)C[C@@H](C)[C@@H](CN(C)Cc1cncnc1)O2	-2	4	-1.0	0	9	-2.2	-10	0

# The whole of this part, from the first entry:
SMILES	EWS-Fli block	ERp5 block	Xi reactivation	ARNT TACC3 PPI	INS-1E GSIS act	CFTR F508del cor	PAX8 reporter	DENV2 CPE
C[C@@H]1CN([C@@H](C)CO)S(=O)(=O)c2ccc(C#CC3CC3)cc2O[C@@H]1CN(C)C(=O)c1ccccc1	2	2	-1.1	-6	-14	-0.3	.	-8
CC(C)C#Cc1cnc2c(c1)C(=O)N([C@@H](C)CO)C[C@@H](C)[C@@H](CN(C)Cc1cncnc1)O2	-2	4	-1.0	0	9	-2.2	-10	0
CC1CC(C)CN(S(=O)(=O)c2ccc(C(=O)OCC(=O)Nc3ccccc3)cc2)C1 (stereo not drawn)	-5	-1	0.2	.	8	-3.8	6	0
C[C@@H]1CN([C@H](C)CO)C(=O)c2cc(NC(=O)C3CCCCC3)ccc2O[C@@H](C)CCCCO[C@H]1CN(C)C(=O)Nc1ccc(F)cc1	6	0	-0.5	-3	-9	-0.7	13	0
COCCn1c(SCC(=O)NC2CCCCC2C)nc2ccccc2c1=O (stereo not drawn)	15	3	0.0	-24	0	-3.5	1	4
C/C(=N\Nc1ccc([N+](=O)[O-])cc1)c1cccc(N)c1	-296	-5	.	6	0	-1.6	.	15
CC(C)CC1NC(=O)N(CC(=O)N2c3ccccc3NC(=O)C2(C)C)C1=O (stereo not drawn)	-4	5	-0.1	-5	-5	1.1	1	2
O=C(CN1CCCC1)NCC(=O)Nc1ccc(F)cc1	4	-2	0.0	30	-2	-1.2	0	13
Cc1noc(C)c1NC(=O)N(C)C[C@@H]1Oc2ccc(NC(=O)Nc3ccc(C(F)(F)F)cc3)cc2C(=O)N([C@@H](C)CO)C[C@H]1C	0	3	-0.1	5	5	1.6	-13	3
CCCc1ccc(OCc2ccc(C(=O)N/N=C/c3cccnc3)o2)cc1	-67	5	0.2	-3	-19	2.4	-214	0
CCOc1ccc2ccc(OCC)c(/C=N/n3cnnc3)c2c1	-47	4	0.2	-2	40*	-1.2	-29	5
O=[N+]([O-])c1ccc2oc(C3CCCCC3)nc2c1	-79	2	0.0	-4	-34	1.3	-75	-3
Cc1ccc(S(=O)(=O)NC[C@@H]2CC[C@H]3[C@H](CN3Cc3cc(-c4ccccc4)on3)O2)cc1	5	-2	.	.	.	0.9	10	1
CCn1c(SCc2nc3ccccc3c(=O)[nH]2)nc2ccccc21	-18	5	0.2	-7	5	-2.2	-11	-2
CC1CC2OC(=O)C3(C)CCCC(C)(C23)C1(O)CCc1ccoc1 (stereo not drawn)	11	-1	0.5	-32	10	2.0	-2	4
Cc1ccccc1C(=O)Nc1nnc(-c2cccnc2)o1	2	4	0.2	38	-4	-1.4	12	.
CCOC1=C2CN(S(=O)(=O)c3ccc(C)cc3)[C@H](c3ccccc3)C[C@H]2[C@H]2C(=O)N(c3ccccc3)C(=O)[C@H]2C1	-2	3	0.0	.	-11	-0.9	12	49*
CCCc1c(C(=O)N/N=C(\C)c2ccccc2O)nnn1-c1nonc1N	16	-1	0.0	.	-7	-3.0	-5	?
CC(C)CCN1C(=O)CSCC1(C)C(=O)Nc1ccc2c(c1)OCCO2 (stereo not drawn)	2	0	0.0	.	-7	0.1	9	-12
C[C@H](CO)N1C[C@H](C)[C@@H](CN(C)S(C)(=O)=O)Oc2ccc(NC(=O)CCN3CCOCC3)cc2CC1=O	-11	-1	0.0	4	6	-0.6	-21	-2
C#CC[N+](C)(C)CCCCCCCCCC	6	-4	0.0	4	.	.	20	3
COc1ccc(CCC(=O)N2CCCC(Nc3ccc(OC)cc3)C2)cc1 (stereo not drawn)	-6	-15	0.0	-10	8	-2.5	6	3
COc1ccc(C2(C#N)CCC(=O)N2c2ccccc2)cc1 (stereo not drawn)	-4	7	0.3	-2	.	1.1	-8	8
CCc1ccc(NC(=S)N2CCC(NC(=O)C3CCCCC3)CC2)cc1	10	2	0.0	-2	1	0.4	-3	-5
Cc1cccc(-c2ccc([C@@H]3[C@@H](CO)N4C(=O)CN(C(=O)Cc5ccccn5)C[C@H]34)cc2)c1	12	6	0.2	.	-9	0.5	5	2
CCCCCC1CC(CC(=O)NC(=S)Nc2ccccc2Cl)C(=O)O1 (stereo not drawn)	6	5	0.0	-9	.	-1.5	12	1
COc1ccc(-c2csc(NC(=S)NC(=O)c3ccc4ccccc4c3)n2)cc1OC	.	-5	0.1	33	12	0.3	-1	6
CN(C)c1ncnc2c1ncn2[C@H]1CN(Cc2ccc(Cl)cc2)C[C@@H](CO)O1	-8	15	0.1	.	4	-0.1	2	-13
c1ccc(-c2ccc(CN3CCSCC3)cc2)cc1	-72	-2	0.0	-1	15	-0.9	-41	0
COc1cccc(NC(=O)N(C)C[C@H]2Oc3cc(C#Cc4ccc(F)cc4)ccc3S(=O)(=O)N([C@@H](C)CO)C[C@H]2C)c1	13	0	-1.2	-3	-14	0.9	.	-8

# Carrying on.
SMILES	EWS-Fli block	ERp5 block	Xi reactivation	ARNT TACC3 PPI	INS-1E GSIS act	CFTR F508del cor	PAX8 reporter	DENV2 CPE
CC(=O)N(C)C[C@H]1OCc2ccccc2-c2ccccc2C(=O)N([C@H](C)CO)C[C@H]1C	-22	-10	-0.5	-25	10	-1.2	-6	8
Cc1cc(NS(=O)(=O)c2cn(C)nc2C)no1	.	-3	-0.1	-1	-4	-6.0	4	-3
O=C(C[C@@H]1C[C@H]2c3cc(NS(=O)(=O)c4ccccc4)ccc3O[C@H]2[C@H](CO)O1)NC1CCCC1	2	10	0.0	-8	-11	-0.1	.	1
CCC(=O)Oc1ccc(C(=O)Nc2cccc(NC(=O)c3ccco3)c2)cc1	-4	7	0.2	.	3	-0.8	-10	0
CO[C@@H]1CN(C)C(=O)c2cc(NC(=O)Nc3ccccc3)ccc2OC[C@H](C)N(C(=O)CN(C)C)C[C@H]1C	-13	4	0.1	-7	7	0.4	.	1
C[C@H]1CN([C@@H](C)CO)S(=O)(=O)c2ccc(-c3ccccc3)cc2O[C@@H]1CN(C)Cc1ccccn1	20	5	-0.2	0	-30	-1.6	.	6
C=CCNC(=O)c1c[nH]c2ccc(S(=O)(=O)N(C)c3ccc(OCC)cc3)cc2c1=O	7	-1	0.1	10	-7	0.1	46	-6
O=C(Nc1ccc(-c2ccccc2)cc1)[C@@H]1[C@@H](CO)[C@@H]2Cn3c(cccc3=O)[C@H]1N2Cc1cncnc1	-5	-7	1.1	-11	-6	2.1	-15	5
Clc1ccc(N/N=C/c2cccs2)nn1	-31	-3	0.1	6	7	2.0	11	-5
CC1(C)Cc2c(sc(NC(=O)c3ccc(S(=O)(=O)N4CCCC4)cc3)c2C#N)C(C)(C)N1	5	-22	0.0	1	3	-1.7	-7	-6
CCOC(=O)[C@@H]1[C@H]2COc3cc(OC)ccc3[C@@H]2N2C(=O)N(c3cccc(F)c3)C(=O)[C@@]12C	-3	2	0.0	-2	-15	-1.0	-7	-6
CCOc1ccc(N(CC(=O)NCc2ccccc2C)S(C)(=O)=O)cc1	-66	11	0.2	-2	13	-1.6	-45	0
C[C@H]1CN([C@@H](C)CO)C(=O)c2cc(C#CC(C)(C)O)cnc2O[C@@H]1CN(C)C(=O)C1CCC1	2	5	-1.3	-6	5	0.0	.	-2
Cc1cccc(C)c1NC(=O)C(c1ccccc1F)n1c(=O)c(-c2cc3ccccc3[nH]2)nc2ccccc21 (stereo not drawn)	10	-3	-0.1	.	-4	4.4	27	14
Cc1ccc(N(CCC#N)C(=O)COC(=O)C2CCN(c3ccc(C(F)(F)F)cn3)CC2)cc1	-7	0	0.0	1	-44	2.4	2	8
CC(C)CC#Cc1ccc2c(c1)O[C@@H](CN(C)Cc1cccc(F)c1)[C@H](C)CN([C@@H](C)CO)S2(=O)=O	21	-13	-0.5	-1	95*	-0.2	.	12
Cc1cccc(NC(=O)CSc2nc(=O)n(CCN3CCOCC3)c3c2CCCC3)c1C	-4	4	0.0	5	-9	-3.2	12	9
Cc1c(NC(=O)c2cccc(S(=O)(=O)N3CCOCC3)c2)c(=O)n(-c2ccccc2)n1C	-10	4	.	-10	2	1.5	.	-2
COc1ccc(C(=O)Nc2ccnn2C2CCN(C(=O)C3CCOC3)CC2)cc1 (stereo not drawn)	-55	-2	0.1	2	11	-1.3	-67	?
CC(=O)c1ccc(N2CCN(S(=O)(=O)c3ccc4c(c3)CC(=O)N4)CC2)cc1	-1	1	-0.2	-5	-5	1.7	-9	-6
COc1ccc([C@H]2CC(=O)C=C(c3cccc4c3sc3ccccc34)C2)cc1OC	11	0	0.0	0&-1	-4	1.0	22	-6
CC1CCc2c(sc3ncnc(SCC(=O)Nc4ccc(C(=O)O)cc4)c23)C1 (stereo not drawn)	5	0	0.1	-1	0	1.4	-22	-6
Cc1noc(C)c1S(=O)(=O)Nc1cccc2c1O[C@@H](CN(C)S(=O)(=O)c1ccccc1)[C@@H](C)CN([C@H](C)CO)C2=O	-10	-12	0.2	4	7	-0.6	-11	11
Cc1cccc(OCC(=O)N/N=C/c2ccc(N(C)C)cc2)c1	9	8	0.1	-1	2	0.1	3	5
CCOC(=O)OCC(=O)C1(O)CCC2C3CCC4=CC(=O)CCC4(C)C3C(O)CC21C (stereo not drawn)	4	-4	0.0	-4	-21	1.4	12	-3
CCCNC(=O)C1(C)CCN(C(=O)c2ccccc2OC(F)(F)F)C1 (stereo not drawn)	0	-2	0.3	.	-5	3.5	.	8
CC(=O)c1ccc(N2CCC(C)CC2)c(F)c1	-24	?	0.2	-10	16	-1.4	-34	7
O=C(N/N=C/c1ccccc1)c1[nH]c2ccc(Br)cc2c1-c1ccccc1	76*	2	0.6	5	18	4.1	13	-3
O=C(c1ccncc1)N1C[C@H]2[C@@H](c3ccccc31)[C@H](CO)N2C(=O)c1ccccc1F	2	0	0.0	-1	12	1.1	3	43*
CC(=O)n1cc(N(C(=O)CCl)c2ccc([N+](=O)[O-])cc2)c2ccccc21	56*	.	0.1	0	-15	3.4	19	-15

# More results follow.
SMILES	EWS-Fli block	ERp5 block	Xi reactivation	ARNT TACC3 PPI	INS-1E GSIS act	CFTR F508del cor	PAX8 reporter	DENV2 CPE
N=c1nc2n(cc1F)C1OC(CO)C(O)C1O2 (stereo not drawn)	37	-1	0.6	-6	6	2.0	44	5
O=c1c2ccccc2[nH]c(=S)n1CCCN1CCN(c2ccccc2)CC1	-43	-2	0.0	11	-17	-2.2	0	4
O=C(NCc1ccccn1)Nc1ccc(Cl)cc1Cl	-78	1	-0.2	10	20	0.0	-78	-11
CCOCC(=O)Nc1cc(S(=O)(=O)N2CCOCC2)ccc1N1CCCCC1	8	1	0.1	-2	.	5.2	6	3
CCn1c(SCC(=O)N2CCC(C)CC2)nnc1-c1ccco1	-1	-1	0.0	3	3	-1.7	-11	14
